EPAC1 antag: qHTS for Antagonist of cAMP-regulated guanine nucleotide exchange factor 3 (EPAC1): primary screen | 360,000 compounds, 0.14% hits | Potency, µM (series often up to 115 µM), inactives show at the highest dose activity change, negative = inhibition, hits mostly inhibitors | EPAC1 GEF assay, Rap1b-BODIPY-GDP exchange fluorescence | AID 720709, 2013 | Rap guanine nucleotide exchange factor 3 (Homo sapiens), O95398;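 further: potency means the concentration at half of the fitted maximal effect; plate controls were vehicle for no effect and positive control for full effect; nearly all actives have a fitted effect of over 50% in size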
CCT modulator: High-Throughput Screening for Modulators of Cytosolic Chaperonin Activity; 360,000 compounds, 0.3% hits; AID 651819, 2012; purified chaperonin ATPase assay, HTRF ADP detection, 30 min; activity change, % (no concentration beside the values), hits read low; in the data active means activity change below about -30%; further: on the % scale 0 is the no-effect control and ±100 the full control effect
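TRiC at 40 or 20 nM final (batch-dependent) in 30 mM Tris pH 7.4, 100 mM KCl, 5 mM MgCl2, 1 mM DTT, with compound at single 76 uM and 10 uM ATP, 30 min at 37 deg C. ADP detected by HTRF Transcreener, 665/615 ratio.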
PI5P4Ka inh: qHTS for Inhibitors of phosphatidylinositol 5-phosphate 4-kinase (PI5P4K); Phosphatidylinositol 5-phosphate 4-kinase type-2 alpha (Homo sapiens), P48426; max response, %; PI5P4Kalpha enzyme, ADP-Glo luminescence, 60 min; hits give low values; 330,000 compounds, 1.2% hits; active means max response of -50% or lower; inconclusive means between -30% and -50%; inactive means -30% or higher; further: value at the top dose of about 77 µM; on the % scale 0 is the no-effect control and ±100 the full control effect
Target sequence (P48426 whole entry, looked up): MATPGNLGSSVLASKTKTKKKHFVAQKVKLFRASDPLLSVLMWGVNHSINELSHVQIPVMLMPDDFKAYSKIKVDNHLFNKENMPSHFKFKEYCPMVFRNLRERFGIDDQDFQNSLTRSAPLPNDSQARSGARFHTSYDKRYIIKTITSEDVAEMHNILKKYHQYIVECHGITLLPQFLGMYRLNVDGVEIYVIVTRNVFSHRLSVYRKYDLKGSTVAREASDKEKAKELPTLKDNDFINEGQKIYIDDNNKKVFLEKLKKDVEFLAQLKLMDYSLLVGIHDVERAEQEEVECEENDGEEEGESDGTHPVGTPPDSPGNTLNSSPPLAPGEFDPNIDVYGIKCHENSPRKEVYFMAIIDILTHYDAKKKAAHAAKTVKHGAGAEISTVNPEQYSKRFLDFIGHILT
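ADP-Glo luminescence end-point after a 60 min room-temperature kinase reaction. PI5P4Kalpha and substrate in HEPES pH 7.4 buffer with EGTA, 0.1% CHAPS and 5% DMSO; ATP at 5 microM final.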
EPAC2 ag: qHTS for Agonist of cAMP-regulated guanine nucleotide exchange factor 4 (EPAC2): primary screen | AID 720711, 2013 | Rap guanine nucleotide exchange factor 4 (Homo sapiens), Q8WZA2 | Potency, µM (titrated, usually from 154 µM), without a hit: at the top dose activation, hits mostly activators | 360,000 compounds, 0.079% hits | EPAC2 activation, biochemical qHTS; response scale: 100% = 6.5 mM cAMP response; further: potency means the concentration at half of the fitted maximal effect; nearly all actives have a fitted effect of over 50% in size
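Setup: EPAC2 100 nM, labeled Rap1B complex 250 nM, free GDP 50 uM. Compound titrations pinned in, brief spin, 5 min room temperature incubation. Kinetic fluorescence read over 30 min, normalized to 6.5 mM cAMP.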
PLK1 PBD inh: qHTS for Inhibitors of PLK1-PDB (polo-like kinase 1 - polo-box domain): Primary Screen; Serine/threonine-protein kinase PLK1 (Homo sapiens), P53350; Plk1 PBD binding of FITC phosphopeptide, fluorescence polarization; Potency, µM, inactives show max response, negative = inhibition, usual class: inhibitors; 360,000 compounds, 2.8% hits; further: potency means the concentration at half of the fitted maximal effect; series mostly up to about 57 µM; on the % scale 0 is the no-effect control and ±100 the full control effect; nearly all actives have a fitted effect of over 65% in size
Target sequence (P53350 whole entry, looked up, the tested form may be a part): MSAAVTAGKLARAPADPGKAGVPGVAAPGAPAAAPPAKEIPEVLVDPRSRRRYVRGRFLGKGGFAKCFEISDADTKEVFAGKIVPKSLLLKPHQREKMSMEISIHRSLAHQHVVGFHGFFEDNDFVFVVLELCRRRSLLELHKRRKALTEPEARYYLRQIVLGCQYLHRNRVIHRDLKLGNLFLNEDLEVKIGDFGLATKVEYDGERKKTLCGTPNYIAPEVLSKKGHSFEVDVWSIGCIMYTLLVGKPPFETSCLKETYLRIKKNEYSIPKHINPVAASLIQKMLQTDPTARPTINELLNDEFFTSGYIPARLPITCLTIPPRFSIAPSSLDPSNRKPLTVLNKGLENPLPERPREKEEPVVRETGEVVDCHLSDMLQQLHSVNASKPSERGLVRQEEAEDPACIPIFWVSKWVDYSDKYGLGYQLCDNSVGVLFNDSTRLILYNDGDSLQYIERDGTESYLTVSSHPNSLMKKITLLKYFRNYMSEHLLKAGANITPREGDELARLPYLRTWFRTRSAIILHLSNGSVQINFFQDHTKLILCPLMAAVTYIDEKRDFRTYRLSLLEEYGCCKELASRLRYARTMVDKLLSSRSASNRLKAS
WRN helicase inh: qHTS for Inhibitors of WRN Helicase | AID 651768, 2012 | WRN helicase unwinding, fluorescent forked duplex, kinetic | Potency, µM (titrated, usually from 114 µM), inactives show at the highest dose activity change, negative = inhibition, actives largely listed as inhibitors | 360,000 compounds, 0.46% hits | Bifunctional 3'-5' exonuclease/ATP-dependent helicase WRN (Homo sapiens), Q14191; further: potency means the concentration at half of the fitted maximal effect; on the % scale 0 is the no-effect control and ±100 the full control effect; nearly all actives have a fitted effect of over 55% in size
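WRN at 20 nM final preincubated with compound 15 min at room temperature; reaction started with 100 nM fluorophore/quencher forked duplex oligonucleotide and 2 mM ATP final. Unwinding followed kinetically by red fluorescence (ex 525, em 598 nm).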
IL-2 act: qHTS of IL-2 Activators. IL-2 activation reporter assay, cell-based qHTS; stimulated with anti-CD3/CD4/CD28 beads; in transgenic mouse T cells. activation, % (series mostly up to about 46 µM). 360,000 compounds, 0.065% hits; in the data active means activation above about 50%; inconclusive means mostly about 30% to 49%; further: 0% is about no effect
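Quantitative HTS in unstimulated transgenic mouse T cells, with memory T cells as non-tolerant control and PMA/ionomycin as tolerance-bypass control. Compound pretreatment lasted 60 minutes before 18 h bead stimulation; EGFP/DsRed fluorescence read.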
EPAC1 agonist: qHTS for Agonist of cAMP-regulated guanine nucleotide exchange factor 3 (EPAC1): primary screen. EPAC1 agonist qHTS, biochemical assay; response scale: 100% = response to 6.5 mM cAMP. Potency, µM (doses to about 154 µM), for inactives: at the highest dose activation, hits mostly activators. 360,000 compounds, 0.073% hits. Rap guanine nucleotide exchange factor 3 (Homo sapiens), O95398; further: potency means the concentration at half of the fitted maximal effect; nearly all actives have a fitted effect of over 60% in size
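Fluorescent GDP-exchange assay: 100 nM EPAC1 with 250 nM Rap1B preloaded with BODIPY-GDP and 50 uM GDP; compounds tested as concentration series, 5 min at room temperature, then read every 5 min for 30 min (ex 480/em 540 nm); normalized to 6.5 mM cAMP.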
* hit, by the source's call; ? = inconclusive; nt = no result given; [ ] = remark or other dose. Unless noted, the call rests on the fitted dose curve; in most records, active means well fitted curve in the direction sought with a large enough effect; inconclusive means small, poorly fitted or top-dose-only effect, or another doubt; inactive means no such curve, though single readings can be large; an effect the other way counts as inactive or inconclusive.

SMILES | EPAC1 antag | CCT modulator | PI5P4Ka inh | EPAC2 ag | PLK1 PBD inh | WRN helicase inh | IL-2 act | EPAC1 agonist
CC(=O)N1CCN(Cc2cc(=O)oc3ccccc23)CC1 | 11% | -1.6 | 3 | 14% | -9% | -2% | 1.7 | -3%
CN(C)c1cc(-c2ccccc2)nc(N)n1 | 5% | -0.1 | 0 | 3% | -3% | -4% | 0.4 | 3%
O=C(CN1CCOCC1)Nc1cccc(Cl)c1Cl | 26% | 0.2 | 18 | 7% | -7% | 10% | -2.9 | -3%
CN(C)S(=O)(=O)c1cc(NC(=O)CSc2ncc(C(F)(F)F)cc2Cl)ccc1Cl | ? | -1.6 | 4 | 1% | -8% | -11% | -3.3 | 20%
CCOC(=O)c1c(O)c2ccccc2n(-c2ccccc2)c1=O | 19% | -0.6 | 2 | 0% | -3% | 0% | 1.3 | 1%
CCOC(=O)c1c(NC(=O)COC(=O)c2cnccn2)sc(C)c1C | -15% | -3.7 | -2 | -2% | -11% | ? | 3.4 | 1%
CCC(Oc1ccccc1)C(=O)NCc1cccnc1 (centres undefined) | 2% | -4.2 | -2 | 3% | 19µM* | -3% | 2.7 | -5%
CC1(C(=O)NCc2ccccc2)Cc2c(-c3cccc(C(N)=O)c3)ccnc2O1 (centres undefined) | -2% | -0.8 | -4 | 0% | 5% | 0% | -0.1 | 1%
Cc1cc(NC(=O)CSc2nnc(-c3ccccc3C)n2C)no1 | -7% | -4.1 | 3 | 6% | 5% | -24% | -1.6 | -4%
CCCCCCN1CCN(C2CN(C3CCCCC3)S(=O)(=O)C2)CC1 (centres undefined) | 11% | 0.1 | 8 | 2% | -6% | 5% | 0.3 | 4%
COc1ccc(-c2cc(C)no2)cc1S(=O)(=O)N1CCN(C(=O)c2ccco2)CC1 | 1% | -0.1 | -1 | 5% | -22% | 1% | -1.2 | 10%
COC(=O)c1ccc(CNC(=O)C2CCC(=O)N(CCCc3ccccc3)C2)cc1 (centres undefined) | -26% | 2.0 | -14 | 4% | 3.4µM* | -8% | -4.0 | 0%
CC(C)(C)NC(=O)CCC1COc2ccccc2O1 (centres undefined) | 2% | -2.5 | nt | 6% | -8% | 5% | -2.7 | 12%
Nc1c(C(=O)NC2CCCC2)sc2nc(-c3cccs3)ccc12 | 8% | 0.3 | -22 | 4% | -17% | -2% | 3.1 | -1%
Cc1cc(NC(=O)Cc2ccccc2)no1 | -29% | -1.3 | 6 | 5% | -12% | -25% | 0.0 | 3%
CC1CCN(C(=O)CN2C(=O)NC(C)(c3ccc4ccccc4c3)C2=O)CC1 (centres undefined) | -6% | 0.7 | 0 | -2% | -2% | 5% | 2.5 | -11%
CCN(C(=O)CN1CCN(Cc2ccccc2)CC1)c1c(N)n(Cc2ccccc2)c(=O)[nH]c1=O | 8% | -0.5 | -19 | 6% | 24µM* | 9% | -0.9 | 12%
Cc1cc(N2CCOCC2)nc2ccc(NC(=O)CCC(=O)N3CCN(c4ccc(F)cc4)CC3)cc12 | -19% | 2.6 | -2 | 4% | 1% | 2% | -0.8 | 2%
O=C(Nc1ccccc1)Nc1nnc([C@H]2C[C@H](O)[C@@H](CO)O2)s1 | -15% | -0.4 | -3 | 3% | -3% | 3%[57.1 µM] | 0.0 | -13%
CC(=O)NCCNc1nc2cc(-c3cc(F)ccc3C)sc2c(=O)n1C | -7% | 2.1 | 3 | 1% | -9% | 1% | 1.3 | -1%
COc1ccc(NC(=S)N(CCC(C)C)C2CCN(C(C)C)CC2)cc1Cl | -10% | -1.4 | -4 | 3% | 2.1µM* | -21% | 0.3 | 7%
Cc1cc(C)cc(NC(=O)C(OC(=O)C2=COCCO2)c2ccccc2)c1 (centres undefined) | -4% | -0.7 | -9 | 4% | -3% | 1% | -0.9 | 6%
CC1=Nc2cc(C(=O)NCc3ccco3)ccc2Sc2ccc(C)cc21 | 6% | 1.0 | -15 | 17% | -3% | 6% | -0.3 | 1%
CCOc1ccc(-c2c(C(=O)N/N=C/c3ccncc3)nnn2-c2nonc2N)cc1 | -20% | -3.6 | 5 | 7% | -9% | -1% | 3.6 | 1%
CCCN1C(=O)CSC1=Nc1ccccc1 | 6% | -0.9 | 1 | 10% | -8% | 1% | 1.0 | 5%
N#Cc1ccc(OCC(=O)N/N=C2\CCc3ccccc32)cc1 | 7% | -0.5 | -13 | -3% | -1% | 4% | -0.4 | -2%
Nc1ccc2c(c1Cl)C(=O)c1ccc(N)c(Cl)c1C2=O | -4% | -0.4 | -2 | 6% | ? | -27%[11.6 µM] | -1.9 | 10%
COC(=O)c1c(-c2ccccc2OC)sc2cc3c(cc12)OCO3 | -16% | -1.0 | 13 | 3% | 0% | -12% | -0.7 | -1%
O=C(COC(=O)CCNS(=O)(=O)c1ccccc1)NC1CC1 | -2% | 1.7 | 7 | 5% | -5% | -6% | 0.6 | 3%
O=C(NCCCCCNC(=O)c1ccccn1)c1ccccn1 | 13% | 1.7 | 0 | -6% | -6% | -1% | -2.7 | -4%
COc1ccc(C(=O)NCc2cc3ccccc3n2C)cc1 | -14% | -2.2 | -5 | -3% | -5% | 0% | 0.0 | -2%
CCN(CC)C(=O)C1=C(C)N(Cc2ccc(F)cc2)C(=O)C(CC(=O)NCCc2ccccn2)C1 (centres undefined) | -17% | -1.2 | 0 | 8% | -1% | 5% | -1.7 | -3%
Cc1ccccc1CC1(CO)CCCN(C(=O)CCCN2CCCCC2=O)C1 (centres undefined) | -24% | 2.2 | -9 | 2% | 1% | 6%[57.1 µM] | -2.1 | 6%
CCOC(=O)C1=C(C)N(c2ccc(Cl)cc2)C(=O)NC1c1cccc([N+](=O)[O-])c1 (centres undefined) | -15% | -1.1 | -8 | 15% | -19% | -9% | 0.3 | 14%
COc1ccc(C(=O)NC(=S)NNC(=O)c2cnccn2)cc1 | 3% | 2.4 | -22 | -5% | -7% | 3% | -0.5 | 1%
O=C(CC[C@H]1O[C@@H](n2cnc3c(NC(=O)c4ccccc4)ncnc32)[C@H](O)[C@@H]1O)NCc1ccc(OC(F)(F)F)cc1 | ? | 0.2 | -2 | -5% | -16% | -9% | 1.3 | -6%
CC(CNC(=O)CC[C@H]1O[C@@H](n2ccc(=O)[nH]c2=O)[C@H](O)[C@@H]1O)c1ccccc1 (some centres undefined) | -4% | 1.7 | 0 | 7% | -5% | -9% | -0.6 | 12%
COc1ccc(N(C)C(=O)c2oc(=O)c3ccccc3c2-c2ccccc2)c(OC)c1 | -8% | 0.3 | 1 | 14% | -3% | -1% | -0.8 | -5%
CCC(=O)NC(=S)Nc1cccc(NC(=O)c2ccc(Cl)cc2Cl)c1 | -5% | 0.8 | -4 | 10% | -1% | -10% | -0.5 | 11%
Cc1cccc(N(C)S(=O)(=O)c2nnc(NC(=O)c3ccco3)s2)c1 | -24% | 1.2 | -3 | 4% | -4% | -8% | -0.6 | 6%
Cc1ccccc1NC(=S)N(CCN1CCOCC1)Cc1ccccc1F | 2% | -1.4 | -8 | 2% | ? | 4% | -0.3 | -3%
N/C(=N\OC(=O)c1ccc2ccccc2c1)c1ccncc1 | 14% | 2.1 | 4 | 0% | 2% | 6% | -0.2 | 9%
CCOc1ccccc1N(C)C(=O)CCS(=O)(=O)c1ccc2c(c1)NC(=O)CO2 | 4% | 1.1 | 1 | -1% | -3% | -4% | -2.7 | 12%
Cn1cccc1/C=N/N1CCN(Cc2cccc3ccccc23)CC1 | -11% | -3.2 | 11 | 21% | -7% | -26% | -1.0 | 20%
CCC(=O)N(CCC1(C(C)C)CCOC(C)(C)C1)Cc1ccco1 (centres undefined) | -8% | -1.2 | 9 | 3% | -6% | -6% | -3.4 | -26%
O=C(NC(Cc1ccccc1)C(=O)O)c1ccc(S(=O)(=O)N2CCCC2)cc1 (centres undefined) | 0% | 2.5 | nt | 3% | 1% | 6% | 0.1 | 2%
Cn1cnc2nc[nH]c2c1=O | 0% | -0.7 | 1 | -9% | -6% | -4% | 0.1 | -7%
CNC(=O)CSc1nnc(-c2cnccn2)n1C | -11% | -0.1 | -4 | -1% | 0% | 6% | -2.3 | -10%

In the list so far, four have a thiophene ring, fused or not.
SMILES | EPAC1 antag | CCT modulator | PI5P4Ka inh | EPAC2 ag | PLK1 PBD inh | WRN helicase inh | IL-2 act | EPAC1 agonist
CCOC(=O)c1c(NC(=O)COC(=O)c2cnccn2)sc(C)c1C | -15% | -3.7 | -2 | -2% | -11% | ? | 3.4 | 1%
Nc1c(C(=O)NC2CCCC2)sc2nc(-c3cccs3)ccc12 | 8% | 0.3 | -22 | 4% | -17% | -2% | 3.1 | -1%
CC(=O)NCCNc1nc2cc(-c3cc(F)ccc3C)sc2c(=O)n1C | -7% | 2.1 | 3 | 1% | -9% | 1% | 1.3 | -1%
COC(=O)c1c(-c2ccccc2OC)sc2cc3c(cc12)OCO3 | -16% | -1.0 | 13 | 3% | 0% | -12% | -0.7 | -1%

Screening results deposited in PubChem by National Center for Advancing Translational Sciences (NCATS).

The list is partial, so the mix of outcomes need not match the whole.
